Source: PubChem BioAssay (several laboratories)
TMEM16A inh: TMEM16A chloride channel inhibitors, primary screen, cell-based, HTS | Anoctamin-1 (Mus musculus), Q8BHY3 | HEK293 TMEM16A/YFP iodide influx fluorescence, ionomycin | normalized B-score (activity score, 25-100; higher = stronger inhibition) at 10 µM | hit rate 1.2% among 310,000 | AID 588511, 2011;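 active means ratio plate-corrected score three or more library SD toward inhibition, starting fluorescence score within five deviations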;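 further: score derived from kinetic fluorescence span divided by baseline fluorescence per well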
ANO1 activ: TMEM16A chloride channel activators or potentiators, primary screen, cell-based, HTS. hit rate 0.3% among 340,000. HEK293 TMEM16A/YFP-H148Q/I152L, iodide quench fluorescence; active compounds read low. B-score at 10 µM. AID 623877, 2012;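 active means fluorescence-ratio B-score plate-corrected deviation score at least 3 library SD below zero, with starting fluorescence score within 5 deviations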;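 further: channel opened by trigger with iodide after compound preincubation; score built on the fluorescence ratio of max minus min over baseline; more negative score means more quench and so TMEM16A activation or potentiation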
HDAC3 inhib: HDAC3 deacetylase inhibitors, primary screen, biochemical, fluorescence, cell-free homogeneous; Histone deacetylase 3 (Homo sapiens), O15379; recombinant HDAC3, fluorogenic peptide/trypsin coupled; inhibition, % at 8.3 µM; hit rate 0.15% among 320,000; AID 2718, 2010; in the data active means inhibition above about 26%, passing the limit was not always enough
Target sequence (O15379 whole entry, looked up): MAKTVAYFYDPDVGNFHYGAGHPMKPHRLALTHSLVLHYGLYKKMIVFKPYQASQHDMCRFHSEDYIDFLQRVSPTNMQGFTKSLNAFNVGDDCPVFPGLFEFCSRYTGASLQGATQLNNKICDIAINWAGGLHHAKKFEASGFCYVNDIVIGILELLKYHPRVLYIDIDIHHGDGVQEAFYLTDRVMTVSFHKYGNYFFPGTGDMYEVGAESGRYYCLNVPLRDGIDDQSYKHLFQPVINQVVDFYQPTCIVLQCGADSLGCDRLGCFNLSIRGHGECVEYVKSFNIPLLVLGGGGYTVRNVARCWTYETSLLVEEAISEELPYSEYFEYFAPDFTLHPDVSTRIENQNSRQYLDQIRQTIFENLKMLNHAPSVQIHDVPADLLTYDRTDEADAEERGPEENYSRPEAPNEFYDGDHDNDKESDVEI
KCNK9 inh: KCNK9 potassium channel inhibitors, primary screen, HEK293 cells, thallium flux | Potassium channel subfamily K member 9 (Homo sapiens), Q9NPC2 | FluxOR thallium flux fluorescence; active compounds read low | B-score at 10 µM | hit rate 1.2% among 310,000 | AID 488922, 2010;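 active means ratio B-score over 3 SD below the library mean, with starting fluorescence within 5 SD of its mean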;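 further: negative B-score means less thallium flux so channel inhibition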
TRPC4 potent: positive allosteric modulators of TRPC4, primary screen, cell-based, mouse TRPC4beta, HEK293 mu-opioid, Fluo-4 calcium. Short transient receptor potential channel 4 (Mus musculus), Q9QUQ5. DAMGO EC20, Fluo-4 Ca2+ flux; active compounds read high. B-score at 10 µM. hit rate 0.42% among 310,000. AID 2227, 2009;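 active means B-score of calcium response area above 5 SD of library B-scores, with initial fluorescence ratio within 5 SD of library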;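 further: B-score of integrated fluorescence ratio over time as area under calcium response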
KCNQ1 act: potentiators or activators of KCNQ1 channel, primary screen, cell-based, thallium flux, high-throughput. CHO-K1 KCNQ1, thallium flux FluxOR fluorescence; active compounds read high. B-score at 10 µM. hit rate 0.35% among 310,000;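 active means fluorescence ratio B-score, a plate-corrected score, at least three library SD, with initial intensity B-score within 5 SD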
Target sequence (P51787 whole entry, looked up): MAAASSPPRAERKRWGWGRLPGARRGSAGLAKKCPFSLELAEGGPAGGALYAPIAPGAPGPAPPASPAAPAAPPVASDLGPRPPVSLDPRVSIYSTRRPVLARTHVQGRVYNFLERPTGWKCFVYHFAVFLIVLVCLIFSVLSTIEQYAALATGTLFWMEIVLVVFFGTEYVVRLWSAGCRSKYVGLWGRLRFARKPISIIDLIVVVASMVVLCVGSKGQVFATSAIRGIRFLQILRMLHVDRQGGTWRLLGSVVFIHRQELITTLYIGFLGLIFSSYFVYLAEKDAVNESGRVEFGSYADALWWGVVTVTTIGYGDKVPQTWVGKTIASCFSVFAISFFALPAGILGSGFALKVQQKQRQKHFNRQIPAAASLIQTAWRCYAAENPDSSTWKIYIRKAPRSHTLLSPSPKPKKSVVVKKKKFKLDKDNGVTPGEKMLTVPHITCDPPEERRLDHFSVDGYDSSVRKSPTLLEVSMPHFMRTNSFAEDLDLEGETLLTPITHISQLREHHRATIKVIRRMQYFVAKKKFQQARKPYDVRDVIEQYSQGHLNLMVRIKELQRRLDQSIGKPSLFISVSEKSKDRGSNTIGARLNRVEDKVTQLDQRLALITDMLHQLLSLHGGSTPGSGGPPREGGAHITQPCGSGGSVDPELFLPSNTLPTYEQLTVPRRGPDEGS
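Assay system: CHO-K1 cells stably expressing KCNQ1. Medium: assay buffer for compound exposure, DMSO matched across wells. Timing: 37 °C overnight plating, 90-min dark dye load, 20-min compound pretreatment. Signal: kinetic FluxOR fluorescence, 10 s baseline plus 110 s post-stimulus.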
hERG rescue: hERG rescue from dofetilide block, primary screen, cell-based, CHO-hERG, FluxOR thallium flux, dofetilide IC70. Voltage-gated inwardly rectifying potassium channel KCNH2 (Homo sapiens), Q12809. dofetilide IC70 present. activation (rescue from dofetilide block), less the hit threshold, % at 10 µM. hit rate 0.51% among 310,000;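 active means activation above the mean of controls blocked by dofetilide plus 5 SD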;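 further: thallium influx through hERG after potassium depolarization seen as dye fluorescence rise; in these data hits start at about 4.7%; inactives centre near -7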
KCNK3 inh: human KCNK3 channel inhibitors, primary screen, CHO cells, FluxOR thallium flux, B-score; Potassium channel subfamily K member 3 (Homo sapiens), O14649; FluxOR fluorescence; active compounds read low; B-score at 10 µM; hit rate 0.84% among 340,000;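 active means B-score under library mean minus 4 SD, starting fluorescence ratio at most library mean plus 5 SD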;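 further: more negative B-score means stronger inhibition of thallium flux through KCNK3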
TRPC4 agonist: activators of mouse TRPC4 channel, primary screen, Fluo4 calcium, HEK293 TRPC4beta/mu-opioid cells; Short transient receptor potential channel 4 (Mus musculus), Q9QUQ5; Fluo4 calcium fluorescence; active compounds read high; B-score at 10 µM; hit rate 0.49% among 310,000; AID 2237, 2010;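 active means B-score above 5 SD of library B-scores, and initial fluorescence ratio not above library mean plus 5 SD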;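 further: positive B-score marks a calcium rise read as TRPC4 activation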
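system = HEK293 cells stably co-expressing mouse TRPC4beta and mu-opioid receptor | schedule = Fluo4 dye loading 45 min at room temperature, 110 s recording | measure = B-scored integrated calcium fluorescence ratio | signal = Fluo4 calcium-sensitive dye fluorescence, kinetic, 1 Hz baseline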
Dyrk1A ADPGlo: rat Dyrk1A kinase inhibitors, primary screen, biochemical, single point, plate reader; Dual specificity tyrosine-phosphorylation-regulated kinase 1A (Rattus norvegicus), Q63470; ADP-Glo luminescence, NFATc1 peptide; inhibition, % at 12.5 µM; hit rate 0.43% among 310,000; in the data active means inhibition above about 50%;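 further: plate controls were vehicle with enzyme for no effect and no enzyme for full effect; many of its hits are not listed in these tables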
KCNQ1 block: inhibitors of human KCNQ1 channel, primary screen, cell-based, thallium flux, high-throughput; AID 2642, 2010; hit rate 1.3% among 310,000; B-score at 10 µM; CHO-K1 KCNQ1, FluxOR thallium flux fluorescence; active compounds read high; Potassium voltage-gated channel subfamily KQT member 1 (Homo sapiens), P51787;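 active means compounds whose thallium flux B-score, printed positive for inhibition, exceeds three library SD while starting fluorescence stays within three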;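 further: channel opened by potassium depolarization with thallium stimulus after 20 min compound exposure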
Starred values were filed as active, the others as inactive; i = inactive; . = no result given. Only part of the results is shown (hit frequency here may not be typical).

SMILES | TMEM16A inh | ANO1 activ | HDAC3 inhib | KCNK9 inh | TRPC4 potent | KCNQ1 act | hERG rescue | KCNK3 inh | TRPC4 agonist | Dyrk1A ADPGlo | KCNQ1 block
O=C(CN1C(=O)CSc2ccc(S(=O)(=O)N3CCCCC3)cc21)NCc1cccnc1 | i | i | -3 | i | i | i | -12 | i | i | . | i
CCC(C)[C@H](NC(=O)NCc1cccc(OC)c1)C(=O)O (some centres undefined) | i | i | -4 | i | i | i | -4 | i | i | 1 | i
CCOC(=O)c1cnc(SCC(=O)Nc2nnc(CC)s2)nc1N | i | i | 0 | i | i | i | -1 | i | i | -2 | i
C=C(C)COc1ccc(-c2n[nH]c(C)c2-c2ccccc2)c(O)c1 | i | i | 29* | i | i | i | -7 | i | i | 4 | i
CCOc1nc(Nc2ccccc2)nc(OCC)n1 | i | i | 1 | i | i | i | -6 | i | i | -2 | i
CN(C)c1ccc(P(=O)(OCc2ccccc2)C(O)c2ccccc2)cc1 (centres undefined) | i | i | -3 | i | i | i | -4 | i | i | 6 | i
CC(C)C(=O)Nc1c(-c2ccccc2)c(=O)c2ccccc2n1C | i | i | 1 | i | i | i | -7 | i | i | -3 | i
COc1cc(C=O)ccc1OCc1c(C)noc1C | i | i | 0 | i | i | i | -5 | i | i | 1 | i
O=C(Nc1ccncc1)Nc1cc(Cl)ccc1Cl | i | i | -2 | i | i | i | -17 | i | i | 6 | i
O=C(C[n+]1ccc(-c2nnc3n2CCC3)cc1)c1ccc(Cl)c(Cl)c1 | i | i | 2 | i | i | i | -8 | i | i | -1 | i
CC(=O)c1c(NC(=O)c2ccccc2)[nH]c(-c2ccccc2)nc1=S | i | i | -4 | i | i | 18* | 15* | i | i | 2 | i
NC(=O)COC(=O)/C=C/c1ccc2ccccc2n1 | i | i | 9 | i | i | i | -7 | i | i | -1 | i
COc1ccc(C(=O)COc2ncnc3cc(Cl)ccc23)cc1 | i | i | -1 | i | i | i | -4 | i | i | -6 | i
COc1cc(/C=N/NC(=O)c2ccc(-c3ccccc3)cc2)cc(OC)c1OC | i | i | 3 | i | i | i | -8 | i | i | -4 | i
CCOC(=O)c1cnc2ccc(C(=O)OC)cc2c1NCc1ccco1 | . | . | . | i | i | i | -6 | . | i | . | i
N#C/C(=C\c1ccncc1)c1nc2c(s1)CCCC2 | i | i | -7 | i | i | i | -4 | i | i | -82 | i
O=[N+]([O-])c1cc(S(=O)(=O)NC2=NCCCCC2)ccc1NCC1CCCCC1 | i | i | 3 | i | i | i | -15 | i | i | 2 | i
N#CC1(NC(=O)CN2C(=O)c3ccc([N+](=O)[O-])cc3C2=O)CCCCC1 | i | i | -2 | i | i | i | -7 | i | i | 1 | i
C=CCNC(=O)/C(=C\c1cccc([N+](=O)[O-])c1)NC(=O)c1ccccc1 | i | i | 12 | i | i | i | -3 | i | i | -4 | i
COc1cc(N2N=C(c3ccccc3)CC2c2ccccc2)c(C=O)cc1C=O (centres undefined) | i | i | 1 | i | i | i | -2 | i | i | . | i
Cc1cc(C)cc(NC(=O)CSc2nnc(-c3ccccc3Br)o2)c1 | i | i | 3 | i | i | i | -17 | i | i | -4 | i
Cc1ccc(C(NC(=O)c2ccccc2S(C)(=O)=O)c2ccccc2)cc1 (centres undefined) | i | i | -1 | i | i | i | -8 | i | i | -2 | i
COc1cccc(C(=O)NC2CCN(CC(=O)NCc3ccccc3OC)CC2)c1 | i | i | 1 | i | i | i | -11 | i | i | -2 | i
O=C(N/N=C/c1ccco1)c1cccc(NC(=O)c2ccccc2Cl)c1 | i | i | 6 | i | i | i | -12 | i | i | -6 | i
COCCNC(=O)Cn1c(=O)n(CCCCCC(=O)NCc2ccc3c(c2)OCO3)c(=O)c2sccc21 | i | . | 8 | i | i | i | -16 | . | i | . | i
CSc1cccc(NC(=O)CSc2ccccc2)c1 | i | i | -6 | i | i | i | -5 | i | i | 2 | i
CC(c1ccccc1)C(NC(=O)OCC1c2ccccc2-c2ccccc21)C(=O)O (centres undefined) | i | i | 3 | i | i | i | -8 | i | i | 0 | i
S=C(NC1CC2CCC1C2)N1CCN(c2cccc(Cl)c2)CC1 (centres undefined) | i | i | -2 | i | i | i | -12 | i | i | 0 | i
CCN1CCN(CCC(=O)Nc2cccc(OC)c2)CC1 | i | i | 1 | i | i | i | -17 | i | i | -3 | i
Cc1noc(C)c1C(=O)NC(C)c1ccc2c(c1)OCO2 (centres undefined) | i | i | -6 | i | i | i | -7 | i | i | -6 | i
Cc1[nH]c2ccccc2c1/C=C(/C#N)C(=O)NC(C)C | i | i | -4 | i | i | i | -7 | i | i | -4 | i
COc1ccc(N2CCN(S(=O)(=O)c3ccc4c(c3)NC(=O)C(C)C(=O)N4)CC2)cc1 (centres undefined) | i | i | -8 | i | i | i | -8 | i | i | -3 | i
CCOC(=O)CC1COc2ccccc2N1C(=O)c1cccc([N+](=O)[O-])c1 (centres undefined) | i | i | 6 | i | i | i | -10 | i | i | -2 | i
O=C(CCCl)Nc1nc2c(s1)CCc1ccccc1-2 | i | i | . | i | i | i | -7 | i | i | 15 | i
Nc1cccc(C(=O)Nc2ccco2)c1 | i | i | 4 | i | i | i | -6 | i | i | -9 | i
CCOC(=O)c1sc2nc(C)nc(Nc3ccccc3)c2c1C | i | i | -3 | i | i | i | -6 | i | i | -3 | i
COc1ccc(NC(=S)N2CCCC(c3nc4ccc(C)cc4[nH]3)C2)c(OC)c1 (centres undefined) | i | i | 6 | i | i | i | -12 | i | i | -2 | i
COc1ccc(NS(=O)(=O)c2ccc(O)c(C(=O)OCC(=O)N3CC(C)OC(C)C3)c2)cc1 (centres undefined) | i | i | 4 | i | i | i | -8 | i | i | 2 | i
N#Cc1nc(-c2ccccc2)oc1NCCN1CCCCC1 | i | i | . | i | i | i | -8 | i | i | 4 | i
CN(C)c1nc(-c2cccnc2)nc(-c2ccc(Cl)cc2)c1C#N | i | i | -1 | i | i | i | -10 | i | i | -6 | i

Profiles, looked up by structure. Screens in order: TMEM16A inh	ANO1 activ	HDAC3 inhib	KCNK9 inh	TRPC4 potent	KCNQ1 act	hERG rescue	KCNK3 inh	TRPC4 agonist	Dyrk1A ADPGlo	KCNQ1 block
`CC(C)C(=O)Nc1c(-c2ccccc2)c(=O)c2ccccc2n1C` in the list: i	i	1	i	i	i	-7	i	i	-3	i
`Cc1ccc(C(NC(=O)c2ccccc2S(C)(=O)=O)c2ccccc2)cc1` (centres undefined) in the list: i	i	-1	i	i	i	-8	i	i	-2	i
`N#CC1(NC(=O)CN2C(=O)c3ccc([N+](=O)[O-])cc3C2=O)CCCCC1` in the list: i	i	-2	i	i	i	-7	i	i	1	i
`COc1ccc(NC(=S)N2CCCC(c3nc4ccc(C)cc4[nH]3)C2)c(OC)c1` (centres undefined) in the list: i	i	6	i	i	i	-12	i	i	-2	i

(list continues)
SMILES | TMEM16A inh | ANO1 activ | HDAC3 inhib | KCNK9 inh | TRPC4 potent | KCNQ1 act | hERG rescue | KCNK3 inh | TRPC4 agonist | Dyrk1A ADPGlo | KCNQ1 block
CNC(=O)Nc1ccc(S(N)(=O)=O)cc1 | i | i | . | i | i | i | 1 | i | i | -2 | i
O=C(Nc1ccc(F)cc1)Nc1cnccn1 | i | i | 5 | i | i | i | -5 | i | i | 1 | i
COc1cccc2c(C)c(C(=O)O)[nH]c12 | i | i | -13 | i | i | i | -9 | i | i | 4 | i
O=c1[nH]c(S)nc2sc3c(c12)CCCC3 | i | i | 7 | i | i | i | -14 | i | i | 7 | i
CCCc1[nH]nc2c1C(c1ccoc1)C(C#N)=C(N)O2 (centres undefined) | i | i | 1 | i | i | i | -11 | i | i | -2 | i
CC(C)CN(CC(C)C)CC(O)COc1ccc([N+](=O)[O-])cc1 (centres undefined) | i | i | 4 | i | i | i | -4 | i | i | 1 | i
Cc1nnc2c3ccccc3c(-c3cccs3)nn12 | i | i | . | i | i | i | 2 | i | i | 60* | i
CCn1c(SCC(=O)NC(=O)c2ccccc2OC)nc2ccccc21 | i | i | 4 | i | i | i | -7 | i | i | 0 | i
COc1ccc(OC)c(NC(=O)c2ccc(-c3cccs3)cc2)c1 | i | i | 3 | -13* | i | i | -5 | i | i | -4 | i
COc1ccccc1/C=C/C(=O)NCc1cccnc1 | i | i | -3 | i | i | i | -8 | i | i | 2 | i
O=C(Nc1ccnn1C1CCN(Cc2cccc(OCCO)c2)CC1)c1cccc(F)c1 | i | i | -2 | i | i | i | -12 | i | i | -1 | i
O=C(NCc1ccco1)C(=O)NCc1ccccc1Cl | i | i | 1 | i | i | i | -10 | i | i | 3 | i
Cc1ccc(N/C=C/C(=O)c2ccccc2)cc1C | i | i | 4 | i | i | i | -8 | i | i | 5 | i
CCCn1cnc2cc(NC(=O)c3cccs3)ccc21 | i | i | 1 | i | i | i | -4 | i | i | -5 | i
CCN(CC)S(=O)(=O)c1ccc(N)cc1 | i | i | -8 | i | i | i | -11 | i | i | -4 | i
C[C@]12CCC(=O)C=C1C=C[C@@H]1[C@@H]2CC[C@@]2(C)[C@H]1CC[C@@]21CCC(=O)O1 | i | i | 1 | i | i | i | -10 | i | i | 1 | i
CN1C(=O)c2ccc(C(=O)Nc3cccnc3)cc2C1=O | i | i | 11 | i | i | i | -6 | i | i | -5 | i
CCn1cc(C(=O)N[C@H](C(=O)NCCCN2CCOCC2)C(C)C)c(=O)c2cc3c(cc21)OCO3 | i | i | -6 | i | i | i | -4 | i | i | 5 | i
COC(=O)COc1ccc(S(=O)(=O)N2CCOCC2)cc1 | i | i | -12 | i | i | i | -5 | i | i | -2 | i
O=C(Cc1cn2ccsc2n1)OCc1ccccc1 | i | i | 3 | i | i | i | -6 | i | i | -8 | i
